# HepG2 viability: qHTS for Inhibitors of TGF-b: Cytotox Counterscreen; HepG2 CAGA-GFP viability, ATP luminescence, 18 h; Potency, µM (doses to about 46.1 µM), for the others: top-dose activity change, negative = cytotoxicity, most hits filed as cytotoxic; 0.76% of 410,000 active; AID 588856, 2011; further: potency means the concentration at half of the fitted maximal effect; some results filed as inactive show a strong effect at the top dose
#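 HepG2 CAGA-GFP cells (1000/well, DMEM with 1% FBS) received compound, then TGF-beta at 500 pg/mL final, and were incubated 18 hours at 37 degrees C. Viability was read by CellTiter-Glo luminescence. Media-only wells were set as complete cell-killing and DMSO as no toxicity.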
# CCT modulator: High-Throughput Screening for Modulators of Cytosolic Chaperonin Activity; purified chaperonin ATPase assay, HTRF ADP detection, 30 min; 0.3% of 360,000 active; activity change, % (concentration not given with the values), hits read low; AID 651819, 2012; in the data active means activity change below about -30%; further: on the % scale 0 is the no-effect control and ±100 the full control effect
#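 First, chaperonin was dispensed at 40 nM or 20 nM final depending on batch activity. Next, compounds were pinned at 76 uM and ATP added at 10 uM. After 30 min at 37 °C, ADP detection reagents ran 30 min at ambient temperature.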
# pAkt inh: HTS Assay for Inhibitors of Akt Phophorylation: Primary Screen. Neuro2A IGF-stimulated pAkt S473 HTRF, 20 min; active compounds read low. activity change, % for hits at 50 µM. 0.32% of 360,000 active; in the data active means activity change below about -80%; inconclusive means mostly about -51% to -80%; further: on the % scale 0 is the no-effect control and ±100 the full control effect
#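 Neuro2A cells in DMEM with 0.5% FBS, overnight at 37 deg C, given compound at single 50 µM final, then IGF (6 nM final) for 20 min at 37 deg C. Lysed; phospho-Akt Ser473 by HTRF after 24 h, 665/615 ratio.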
# MmCpn inh: Inhibitors of TCP-1 ring complex (TRiC) of Methanococcus maripaludis (MmCpn): qHTS. Chaperonin Mm-Cpn (Methanococcus maripaludis). purified Mm-Cpn ATPase, ADP Transcreener TR-FRET. Potency, µM (doses to about 76.9 µM), without a hit: at the top dose activity, negative = inhibition, most hits filed as inhibitors. 0.031% of 330,000 active; further: potency means the concentration at half of the fitted maximal effect; on the % scale 0 is the no-effect control and ±100 the full control effect; nearly all actives have a fitted effect of over 80% in size
#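 Measured: ADP formation by purified Mm-CPN. Conditions: 25 nM protein, 10 uM ATP, Tris pH 7.4 with Mg2+, K+ and DTT, 37°C for 30 min. Detection: Transcreener HTRF after 30 min at room temperature.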
# Nrf2 ARE act: qHTS of Nrf2 Activators; AREc32 ARE-luciferase reporter (MCF7-derived line), luminescence, 24 h; Potency, µM (highest dose often 46.1 µM), inactives show at the highest dose activation, most hits filed as activators; 0.31% of 410,000 active; further: potency means the concentration at half of the fitted maximal effect; % of control where 0% means no effect; nearly all actives have a fitted effect of over 65% in size
#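 Luminescent ARE reporter assay in AREc32_Fluc cells: overnight plating at 37 deg C, 24 hr compound incubation, Steady-Glo added, 30 min RT before reading.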
# Abeta rescue: qHTS for compounds that reverse cellular toxicity of Amyloid beta (A-beta) peptide in yeast: Primary Screen. yeast expressing A-beta42, growth rescue, OD600, 48 h; response scale: 0% DMSO, 100% iron-clioquinol control. Potency, µM (highest dose often 46.1 µM), inactives show at the top dose growth rescue, hits mostly activators. 0.063% of 410,000 active. AID 1347071, 2019; further: potency means the concentration at half of the fitted maximal effect; nearly all actives have a fitted effect of over 55% in size
#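 Yeast A-beta toxicity model in growth medium with pinned compounds, 48 h at 30 C; growth read as absorbance at 600 nm. Normalized to FeCl3/clioquinol equimolar mix (positive) and DMSO (negative).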
# A549 viability: Nrf2 qHTS screen for inhibitors: counterscreen for cytotoxicity; Potency, µM (series often up to 46 µM), for the others: at the top dose activity change, negative = cytotoxicity, hits mostly inhibitors; A549 ARE-Fluc cells, CellTiter-Fluor viability, 18-24 h; 0.16% of 390,000 active; AID 504648, 2011; further: potency means the concentration at half of the fitted maximal effect; on the % scale 0 is the no-effect control and ±100 the full control effect
#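 A549 ARE-Fluc cells in 5% FBS OPTI-MEM, 5000 cells/well, rested 2 h then exposed to compounds in concentration-response for 18-24 h at 37 °C. Viability by CellTiter-Fluor fluorescence (Ex 405/Em 525) after 30 min; luciferase luminescence (BugLite, 15 min, RT) read afterwards.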
# TGFb SMAD3 inh: qHTS for Inhibitors of TGF-b; HepG2 CAGA-GFP TGF-b/SMAD3 reporter, GFP fluorescence, 18 h; TGF-beta stimulated, 500 pg/mL final; Potency, µM (top dose mostly 46.1 µM), for the others: at the highest dose activity, negative = inhibition, usual class: inhibitors; 1.2% of 410,000 active; AID 588855, 2011; further: potency means the concentration at half of the fitted maximal effect; on the % scale 0 is the no-effect control and ±100 the full control effect; nearly all actives have a fitted effect of over 65% in size
#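 Per well, imaged GFP fluorescence of HEPG2 CAGA-GFP cells gives the signal; cells get compound, then TGF-beta (500 pg/mL final), 18 h at 37 degrees C; %Activity versus -TGF-beta and +DMSO controls.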
# Nrf2 block: Nrf2 qHTS screen for inhibitors. A549 ARE-Fluc reporter, luciferase luminescence, 18-24 h. Potency, µM (titrated, usually from 46 µM), inactives show top-dose activity change, negative = inhibition, actives largely listed as inhibitors. 2.1% of 360,000 active; further: potency means the concentration at half of the fitted maximal effect; on the % scale 0 is the no-effect control and ±100 the full control effect; nearly all actives have a fitted effect of over 60% in size
#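 Concentration-response testing used A549 ARE_Fluc cells at 5000 cells/well. Following an 18-24 h compound incubation, viability was read by fluorescence (Ex 405/Em 525) and luciferase output by luminescence.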
# * = called active by the depositor; i = inactive; ? = inconclusive; nt = not tested or not shown; [ ] = remark or other dose. Unless noted, the call rests on the fitted dose curve; in most records, active means well fitted curve in the direction sought with a large enough effect; inconclusive means small, poorly fitted or top-dose-only effect, or another doubt; inactive means no such curve, though single readings can be large; an effect the other way counts as inactive or inconclusive.
SMILES,HepG2 viability,CCT modulator,pAkt inh,MmCpn inh,Nrf2 ARE act,Abeta rescue,A549 viability,TGFb SMAD3 inh,Nrf2 block
CC(NC(=O)COC(=O)CCc1nc(=O)c2ccccc2n1C)c1ccccc1 (stereo not given),-17%,1.9,i,2%,2.5%,-6%,-2%,-9%,-1%
COc1cc(C=O)ccc1Oc1nnnn1-c1ccccc1,-23%,0.2,i,3%,11%,-2%,1%,-16%,6%
Cn1c2ccccc2c(=O)c2c(=O)n(-c3ccc(F)cc3)c(-c3cccs3)nc21,-4%,-2.5,i,-5%,0.6%,-27%,0%,4%,-5%
CC(=O)Nc1ccc(/C=C(\C#N)C(=O)NC2CCCCC2)cc1,10%,0.4,i,0%,15%,3%,-8%,11%,2%
Cc1ccc(N2CC(c3nc(-c4ccc(Cl)cc4)no3)CC2=O)cc1F (stereo not given),5%,nt,nt,nt,0.6%,-8%,-6%,9%,8%
Cc1[nH]n(-c2ccc([N+](=O)[O-])cc2)c(=O)c1C=NCCN1CCN(C(=O)c2ccc(Br)cc2)CC1,7.1µM*,-0.9,-102%*,0%,1.8%,-53%[inhibitor],-10%,-2%,10%
O=C(Nc1nc2ccccc2n1CCN1CCOCC1)c1ccc(Cn2cc([N+](=O)[O-])cn2)o1,3%,1.4,i,-3%,5.5%,0%,10%,1%,-5%
COc1ccc([N+](=O)[O-])cc1NC(=O)C1CCCNC1=O (stereo not given),1%,1.7,i,-1%,2.2%,-17%,-1%,-3%,-20%
CCc1ccc(NC(=O)CSC2=Nc3ccccc3C3=NC(CC(=O)NCc4ccc5c(c4)OCO5)C(=O)N23)cc1 (stereo not given),-29%,nt,nt,nt,4.7%,-12%,-12%,-33%,nt
O=C(COC(=O)c1ccc2ccccc2c1O)NCC(F)(F)F,-6%,0.4,i,1%,3.1%,12%,10%,15%,1%
O=C(C1CCN(c2ncnc3c2sc2cccc(F)c23)CC1)N1CCOCC1,-59%,-1.5,i,-18%,?,-6%,-7%,?,-27%
CCC(C)(C(=O)NC1CCCC1)N(C(=O)CNC(C)=O)c1ccccc1 (stereo not given),2%,-0.1,i,0%,0.4%,9%,-3%,-5%,-3%
CCCn1c(/C=C/c2cc[n+](C)cc2)nc2ccccc21,-3%,1.3,i,-7%,1.9%[9.22 µM],-3%,?,1%,12%
CC(=O)N1CC=CC1(CC(C)C)C(=O)NCCc1c[nH]c2ccccc12 (stereo not given),-12%,0.6,i,1%,3.5%,-11%,-1%,1%,?
O=C(CSc1nc(-c2ccc(F)cc2)cc(C(F)(F)F)n1)NCc1cccs1,0%,-2.0,i,1%,-0.4%,19%,-4%,4%,7%
Cc1ccc(SCCCCN2C(=O)NC(C)(C)C2=O)cc1,-13%,1.3,i,0%,-0.3%,26%,-3%,-1%,-11%
COc1ccc(C(=O)NC(=S)Nc2ccc(N3CCCC3)cc2)cc1,0%,-0.3,i,0%,2.7%,4%,-5%,32%,6%
COc1ccc2nc(C)c3cc(C)oc3c2c1,5%,1.2,i,0%,0.8%,-6%,4%,0%,-10%
COC(=O)CCC(=O)OC1(C)C(=O)C2=CN(Cc3ccccc3)C(c3ccc(OC)cc3)=CC2=C(Br)C1=O (stereo not given),-18%,0.2,i,nt,-0.2%,-12%,-18%,1%,-2%
CCN(c1ccc(C)cc1)S(=O)(=O)c1nnc(NC(=O)C2CCCCC2)s1,2%,nt,nt,nt,-0.6%,-6%,19%,nt,?
CCCOc1ccc(C2/C(=C(/O)c3ccccc3)C(=O)C(=O)N2CCCN(C)C)cc1OC (stereo not given),-23%,-4.5,i,nt,-0.8%,8%,-12%,2%,-6%
CCn1cc(C(=O)O)c(=O)c2cc(S(=O)(=O)N(C)C)ccc21,12%,-0.7,i,-1%,-0.4%,-1%,2%,-9%,7%
Cc1ccc(C(=O)Nc2ccc(-c3nc4ccccc4s3)cc2C)cc1C,-15%,nt,nt,nt,-0.9%,6%,-7%,-27%,?
CCS(=O)(=O)N1CCC(C(=O)NCCC2=CCCCC2)CC1,6%,-2.2,i,0%,-0.1%,14%,-5%,2%,-8%
Cc1ccc(COC(=O)c2cc(S(=O)(=O)N3CCCCC3)ccc2N2CCOCC2)cc1,7%,-0.7,i,-6%,3.7%,15%,-13%,?,?
# (listing goes on)
SMILES,HepG2 viability,CCT modulator,pAkt inh,MmCpn inh,Nrf2 ARE act,Abeta rescue,A549 viability,TGFb SMAD3 inh,Nrf2 block
O=[N+]([O-])c1ccc(CSc2ccc(-c3ccccn3)nn2)cc1,-21%,-0.8,i,2%,0.6%,-36%,2%,-4%,8%
CCc1nnc(NC(=O)[C@@H](NC(=O)c2cccc(S(=O)(=O)N(CC)CC)c2)C(C)C)s1,-29%,-1.2,i,1%,-0.7%,9%,10%,-8%,nt
COc1ccc(-c2csc(Nc3cccc(C)n3)n2)cc1OC,-27%,-0.6,i,nt,6.6%,14%,nt,-23%,nt
O=C(Nc1cccc(S(=O)(=O)N2CCOCC2)c1)C1CC1,1%,-0.5,i,0%,0.4%,1%,-1%,16%,-1%
CN(C)C(=O)c1ccc(NC(=O)COC(=O)c2cc(S(=O)(=O)N(C)C)ccc2N2CCCC2)cc1,-23%,-4.1,i,1%,0.3%,-1%,-3%,-14%,-7%
COC(=O)C1C2C=CC3(CN(C(C)C)C(=O)C13)O2 (stereo not given),-13%,-2.5,i,3%,-0.4%,-5%,-3%,2%,?
N#Cc1ccc(OCC(=O)NCC2(N3CCCCC3)CCCCC2)cc1,-9%,-0.4,i,?,-0.5%,?,-1%,-2%,?
COc1ccc(/C=N/NC(=O)c2ccc(COc3cccc4cccnc34)cc2)cc1O,-15%,-1.6,i,0%,4.1%,-16%,4%,-19%,1%
CCOC(=O)CC(NC(=O)CCc1c(C)nc2c(-c3ccccc3)c(C)nn2c1C)c1ccc(OC(C)C)cc1 (stereo not given),-35%,nt,nt,nt,0.0%,15%,-13%,16µM*,?
CC(C)Oc1ccc(C(=O)N/N=C/c2ccc(-c3ccc(S(=O)(=O)Nc4ncccn4)cc3)o2)cc1,0%,-7.7,i,0%,0.4%,6%,-5%,?,6%
Cc1ccc(C(CCN(Cc2ccccc2)C(=O)c2ccco2)c2ccco2)cc1 (stereo not given),16%,-0.2,i,-4%,14%,-8%,1%,?,8%
Cc1ccccc1-c1nc(NCC2CC2)nc2ccsc12,-27%,0.7,i,nt,15%,-3%,nt,0%,nt
CSc1ccccc1NC(=S)Nc1ccccc1C(F)(F)F,-11%,1.0,i,2%,-0.5%,6%,?,-9%,3%
Cc1cc2cccc(C)c2nc1SCC(=O)NNC(=O)c1ccco1,3%,0.3,i,-7%,-0.7%,4%,4%,3%,4%
CCC[N+]1(CC#CC2(O)CCCCC2)CCOCC1,0%,-0.7,i,0%,-0.4%,1%,-6%,4%,-24%
COc1ccc(-c2nc3ccccc3c(=O)o2)cc1OC,-4%,-0.1,-119%*,-2%,3.6%,6%,-4%,?,10%
Nc1c(C(=O)NCc2cccs2)nnn1CC(=O)Nc1cccc(Cl)c1,1%,-3.5,i,0%,-0.5%,-1%,1%,-2%,28%
COc1ccc(C=O)cc1Cn1ccnc1,-7%,-1.3,i,-1%,-0.3%,-1%,4%,1%,19%
Cn1c(CCCOc2ccc(Cl)cc2Cl)nnc1SCC(=O)Nc1nccs1,-12%,0.8,i,-1%,-0.3%,5%,6%[1.84 µM],-12%,-9%
COc1ccc(C2CC(=O)Oc3c(C(C)C)ccc(C)c32)cc1 (stereo not given),-31%,-1.7,i,2%,4.1%,15%,-13%,?,?
COC(=O)c1cc2ccsc2n1Cc1ccccc1F,-5%,0.3,i,0%,2.7%,7%,-4%,7%,23%
O=C(Nc1ccc(F)c(Cl)c1)c1cc(C2CCCCN2C(=O)c2cccs2)on1 (stereo not given),-15%,0.3,i,nt,3.0%,-15%,nt,?,nt
COc1cc(CCC(=O)N2CCN(c3ccccc3)CC2)cc(OC)c1OC,26%,-1.6,i,-4%,0.0%,-9%,2%,30%[activator],0%
Cc1occc1C(=O)Nc1sccc1C(N)=O,-9%,-2.1,i,0%,-0.4%,-7%,-2%,22%,5%

# 6 entries picked at random from the list so far:
SMILES,HepG2 viability,CCT modulator,pAkt inh,MmCpn inh,Nrf2 ARE act,Abeta rescue,A549 viability,TGFb SMAD3 inh,Nrf2 block
Cc1occc1C(=O)Nc1sccc1C(N)=O,-9%,-2.1,i,0%,-0.4%,-7%,-2%,22%,5%
CN(C)C(=O)c1ccc(NC(=O)COC(=O)c2cc(S(=O)(=O)N(C)C)ccc2N2CCCC2)cc1,-23%,-4.1,i,1%,0.3%,-1%,-3%,-14%,-7%
O=C(Nc1cccc(S(=O)(=O)N2CCOCC2)c1)C1CC1,1%,-0.5,i,0%,0.4%,1%,-1%,16%,-1%
Cc1ccc(C(CCN(Cc2ccccc2)C(=O)c2ccco2)c2ccco2)cc1 (stereo not given),16%,-0.2,i,-4%,14%,-8%,1%,?,8%
CCS(=O)(=O)N1CCC(C(=O)NCCC2=CCCCC2)CC1,6%,-2.2,i,0%,-0.1%,14%,-5%,2%,-8%
CC(=O)N1CC=CC1(CC(C)C)C(=O)NCCc1c[nH]c2ccccc12 (stereo not given),-12%,0.6,i,1%,3.5%,-11%,-1%,1%,?

# Screening results: PubChem, National Center for Advancing Translational Sciences (NCATS)
